Screens: PubChem, National Center for Advancing Translational Sciences (NCATS)
BLM helicase inh = inhibitors of human Bloom syndrome helicase BLM. P54132. Potency, µM (highest dose often 56.1 µM), for inactives: at the highest dose activity change, negative = inhibition, most hits filed as inhibitors. hit rate 0.2% among 350,000. recombinant BLM DNA unwinding, fluorescence dequenching. AID 2528;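 further: plate controls were vehicle for no effect and no enzyme for full effect; nearly all actives have a fitted effect of over 35% in size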
Apoferritin bind = binds horse apoferritin like a general anesthetic; P02791; apoferritin/1-aminoanthracene competitive binding, fluorescence; Potency, µM (doses to about 77.5 µM), inactives show top-dose activity change, negative = displacement, most hits filed as inhibitors; hit rate 0.074% among 350,000; further: on the % scale 0 is the no-effect control and ±100 the full control effect; nearly all actives have a fitted effect of over 20% in size
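10 uM apoferritin + 50% sat. 1-AMA, PBS; cpd 10 min RT; Ex380/Em535 endpoint; normalized to free probe vs complex; 4-param Hill fit; propofol titration as pos. ctrl.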
BAZ2B block = BAZ2B (human) inhibition; AlphaScreen BAZ2B-H3K14Ac peptide displacement; Potency, µM (highest dose often 114 µM), inactives show at the highest dose activity change, negative = inhibition, most hits filed as inhibitors; hit rate 4.4% among 360,000; further: on the % scale 0 is the no-effect control and ±100 the full control effect; nearly all actives have a fitted effect of over 60% in size
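BAZ2B (50 nM) with biotin-H3(5-23)K14Ac peptide (50 nM) in PBS pH 7.4, 0.01% Tween-20, preformed 30 min, then compound 30 min at room temperature; top concentration 110uM. AlphaScreen streptavidin donor/nickel chelate acceptor beads (10 ug/mL final), 20 min dark, signal read.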
Pol kappa inh = blocks human DNA polymerase kappa activity; hit rate 0.53% among 400,000; AID 588579; Q9UBT6; purified Pol kappa, fluorescent DNA synthesis assay, 10 min; Potency, µM (series often up to 107 µM), without a hit: at the highest dose activity, negative = inhibition, actives largely listed as inhibitors; further: on the % scale 0 is the no-effect control and ±100 the full control effect
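50 nM final substrate added after 15 min RT preincubation of 10 nM Pol kappa with compound; fluorescence read at 0 and 10 min.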
Pol beta inh = blocks human DNA polymerase beta activity; P06746; Pol beta primer extension/strand displacement, fluorescence kinetic; Potency, µM (doses to about 114 µM), for the others: at the highest dose activity change, negative = inhibition, usual class: inhibitors; hit rate 1.3% among 340,000; AID 485314; further: on the % scale 0 is the no-effect control and ±100 the full control effect
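Kinetic readout of DNA synthesis with strand displacement by Pol beta. Compound and 10 nM enzyme sit 15 min at room temperature; 50 nM substrate starts the reaction, read immediately and at 10 min.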
POLI inh = inhibitors of human DNA polymerase iota; Q9UNA4; Pol iota fluorescent replication assay, 10 min; Potency, µM (titrated, usually from 115 µM), for inactives: at the top dose activity, negative = inhibition, hits mostly inhibitors; hit rate 1% among 390,000; AID 588590
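Pol iota at 10 nM preincubated 15 min with compounds at room temperature; reaction started with fluorescent substrate, 50 nM final. Fluorescence read kinetically at 0 and 10 min; buffer-only wells as negative control.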
Pol eta inh = DNA polymerase eta (human) inhibition; Q9Y253; recombinant Pol eta, fluorescent DNA replication assay; Potency, µM (top dose mostly 114 µM), for the others: at the highest dose activity change, negative = inhibition, usual class: inhibitors; hit rate 1.2% among 390,000; further: on the % scale 0 is the no-effect control and ±100 the full control effect
Target sequence (Q9Y253 whole entry, looked up): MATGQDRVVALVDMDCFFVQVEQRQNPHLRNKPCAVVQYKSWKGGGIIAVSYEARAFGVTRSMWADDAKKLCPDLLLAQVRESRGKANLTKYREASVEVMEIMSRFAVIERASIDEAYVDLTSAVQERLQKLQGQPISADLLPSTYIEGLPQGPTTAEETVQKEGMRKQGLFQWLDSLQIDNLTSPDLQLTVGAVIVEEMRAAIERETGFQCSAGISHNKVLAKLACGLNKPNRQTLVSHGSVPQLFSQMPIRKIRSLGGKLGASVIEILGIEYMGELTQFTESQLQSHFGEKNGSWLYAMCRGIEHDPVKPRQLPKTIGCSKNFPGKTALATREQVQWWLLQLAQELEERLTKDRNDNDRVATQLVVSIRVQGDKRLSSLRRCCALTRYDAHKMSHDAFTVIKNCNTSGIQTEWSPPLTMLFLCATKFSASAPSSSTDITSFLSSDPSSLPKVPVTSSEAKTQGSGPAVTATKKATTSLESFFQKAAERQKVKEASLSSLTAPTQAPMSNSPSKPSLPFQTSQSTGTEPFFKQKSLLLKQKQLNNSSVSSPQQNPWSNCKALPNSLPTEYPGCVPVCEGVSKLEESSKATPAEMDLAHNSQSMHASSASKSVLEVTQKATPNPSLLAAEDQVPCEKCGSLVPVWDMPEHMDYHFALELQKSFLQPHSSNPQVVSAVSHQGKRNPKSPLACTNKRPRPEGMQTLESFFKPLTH
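Pol eta at 10 nM preincubated with compounds 15 min at room temperature; reaction started with fluorescent substrate (50 nM final) and read kinetically at 0 and 10 min.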
APE1 inh = APE1 (human) endonuclease inhibition; Potency, µM (doses to about 65.8 µM), inactives show top-dose activity change, negative = inhibition, actives largely listed as inhibitors; recombinant APE1, TAMRA/BHQ-2 abasic DNA cleavage fluorescence; hit rate 0.35% among 350,000; P27695; AID 2517;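 further: plate controls were vehicle for no effect and reference inhibitor for full effect; nearly all actives have a fitted effect of over 55% in size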
Target sequence (P27695 whole entry, looked up): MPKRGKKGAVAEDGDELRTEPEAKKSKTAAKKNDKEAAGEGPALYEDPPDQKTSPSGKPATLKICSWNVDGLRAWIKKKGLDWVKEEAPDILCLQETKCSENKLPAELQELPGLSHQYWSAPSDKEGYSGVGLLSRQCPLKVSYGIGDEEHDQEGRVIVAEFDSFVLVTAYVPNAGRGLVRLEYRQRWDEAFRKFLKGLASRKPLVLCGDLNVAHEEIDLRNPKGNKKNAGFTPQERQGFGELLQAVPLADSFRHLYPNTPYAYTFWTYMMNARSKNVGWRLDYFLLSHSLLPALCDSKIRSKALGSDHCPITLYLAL
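Compound pre-exposure to 0.75 nM APE1, 15 min at ambient temperature. Reaction initiated with 50 nM TAMRA/BHQ-2 THF substrate, read immediately in kinetic mode, 525 nm excitation, 598 nm emission.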
G9a block = G9a (human) methyltransferase inhibition; Potency, µM (highest dose often 102 µM), for inactives: top-dose activity, negative = inhibition, usual class: inhibitors; Q96KQ7; hit rate 8.8% among 350,000; G9a H3K9 monomethylation, AlphaScreen, 2 h; AID 504332; further: on the % scale 0 is the no-effect control and ±100 the full control effect; nearly all actives have a fitted effect of over 75% in size
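Chemiluminescent proximity detection of H3K9 monomethylation, read after 10 min bead incubation in the dark. Reaction: 20 nM G9a, 500 nM biotin-H3K9 peptide, 20 uM SAM cofactor, 2 h, room temperature, following 15 min enzyme-compound preincubation.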
An asterisk follows results filed as active; ? = inconclusive; . = not tested or not shown; & = joins results of further samples; ! = not active in a repeat; [ ] = another dose, or the depositor's remark. The call rests on the fitted dose curve; in most records, active means well fitted curve in the direction sought with a large enough effect; inconclusive means small, poorly fitted or top-dose-only effect, or another doubt; inactive means no such curve, though single readings can be large; an effect the other way counts as inactive or inconclusive. Potency means the concentration at half of the fitted maximal effect.

No.	molecule	BLM helicase inh	Apoferritin bind	BAZ2B block	Pol kappa inh	Pol beta inh	POLI inh	Pol eta inh	APE1 inh	G9a block
1	O=c1[nH]c(=O)n(C2CCCCC2)c(O)c1C1NCCc2ccccc21 (configuration not stated)	0%	-16%	-4%	-11%	-1%	13%	-16%	0%	?
2	CC1(C)C(O)CC(O)[C@]2(C)C1CC(O)[C@]1(C)C2CC[C@@]2(C)C(c3ccoc3)OC(=O)C3O[C@]312 (some centres not stated)	4%	-3%	.	-7%[60.1 µM]	.	.	.	-10%	-24%[2.33 µM]
3	CCOc1ccccc1-n1c(O)c(C=NCCCn2ccnc2)c(=O)[nH]c1=O	-2%	-2%	-24%	-2%	10%	104%[activator]	-23%	-2%	0%
4	CN(C)[C@@H]1C(=O)C(C(N)=O)=C(O)[C@@]2(O)C(=O)C3=C(O)c4c(O)cccc4[C@@](C)(O)[C@H]3[C@H](O)[C@@H]12	-17%&-11%	-11%	2.8µM*	2.8µM*	2.8µM*	?	4µM*	7.9µM*!	11µM*
5	COc1cc(C)cc2oc(=O)c(CC(=O)N3C[C@H]4C[C@@H](C3)c3cccc(=O)n3C4)c(C)c12	3%	-5%	-21%	-1%	38%	17%	-9%	5%	9%
6	CNC(=S)S	-3%	-1%	.	15%[60.1 µM]	.	.	.	?	.
7	Cc1nc2ccccc2c(=O)n1-c1ccccn1	-1%	-5%	0%	-9%	7%	-11%	9%	0%	-11%
8	CC1(C)C(C=C(Cl)Cl)C1C(=O)OCc1cccc(Oc2ccccc2)c1 (configuration not stated)	-4%	-2%	459%[activator]	16%	.	17%	-21%	-14%&2%	439%&123%[activator][59 µM]
9	CCOC(=O)c1c(C)[nH]c(C(=O)C(Cc2ccccc2)N(C)C)c1C (configuration not stated)	-5%	?	-39%	-17%	1%	5%	-18%	0%	1%[59 µM]
10	O=P(OCC(F)(F)C(F)F)(N1CCOCC1)N1CCOCC1	0%	-4%	-3%	-14%	30%	-9%	-21%	-1%	-3%[2.33 µM]

No.	molecule	BLM helicase inh	Apoferritin bind	BAZ2B block	Pol kappa inh	Pol beta inh	POLI inh	Pol eta inh	APE1 inh	G9a block
11	C[C@]12CC[C@@H](O)CC1=CCC1C2CC[C@@]2(C)C1CC[C@@H]2N (some centres not stated)	.	.	.	-3%	.	66%[activator]	-12%	6%	.
12	C[N+]1([O-])[C@@H]2CC(OC(=O)[C@@H](CO)c3ccccc3)C[C@@H]1[C@H]1O[C@H]12 (some centres not stated)	-11%	-2%[29.3 µM]	.	-11%[60.1 µM]	.	.	.	.	9%[59 µM]
13	O=C1CC(c2ccccc2)CN1 (configuration not stated)	-1%	2%	-3%	-1%	-11%	154%[activator]	-7%	3%	-11%[59 µM]
14	CCN(CC)CCNC(=O)c1c(O)c2ccccc2n(Cc2ccccc2)c1=O	-1%	-18%	-37%	-7%	-3%	-11%	-5%	0%	?
15	CCC(=NCc1ccco1)c1c(O)n(C2CCCCC2)c(=O)[nH]c1=O	0%	-23%	?	-4%	22%	11%	-21%	?	?
16	Cc1cccc(N2CCN(C(=O)c3ccc(CNc4c(N5CCC(C)CC5)c(=O)c4=O)cc3)CC2)c1C	-1%	-10%	?	-17%	1%	-5%	-6%	2%	30%[59 µM]
17	O=[N+]([O-])c1ccccc1-c1cc(-c2ccccc2)cc(-c2ccccc2)[n+]1Cc1ccccc1Cl	.	.	-10%	-6%	.	-9%	-8%	-7%	21%[2.33 µM]
18	Cc1ccc(C2C(S(C)(=O)=O)=C(O)C(=O)N2c2ccccc2)cc1 (configuration not stated) (tested in a mixture with another compound)	0%	-5%	?	-6%	3%	-10%	-11%	-3%	71µM*
19	CCC(=NCCCN(C)C)c1c(O)n(-c2ccc(OC)cc2)c(=O)[nH]c1=O	-1%	8%	-7%	1%	11%	17%	-9%	13%	-10%[12.7 µM]
20	NC(=O)C1=CN(C2OC(COP(=O)(O)OP(=O)(O)OC[C@H]3O[C@@H](n4cnc5c(N)ncnc54)[C@H](OP(=O)(O)O)[C@H]3O)C(O)C2O)C=CC1 (some centres not stated)	.	.	.	.	16%[57.1 µM]	13%[58.9 µM]	-1%[57.1 µM]	-7%	8%

Another view of some results above:
12. C[N+]1([O-])[C@@H]2CC(OC(=O)[C@@H](CO)c3ccccc3)C[C@@H]1[C@H]1O[C@H]12 (some centres not stated)
13. O=C1CC(c2ccccc2)CN1 (configuration not stated)
14. CCN(CC)CCNC(=O)c1c(O)c2ccccc2n(Cc2ccccc2)c1=O
15. CCC(=NCc1ccco1)c1c(O)n(C2CCCCC2)c(=O)[nH]c1=O
16. Cc1cccc(N2CCN(C(=O)c3ccc(CNc4c(N5CCC(C)CC5)c(=O)c4=O)cc3)CC2)c1C
17. O=[N+]([O-])c1ccccc1-c1cc(-c2ccccc2)cc(-c2ccccc2)[n+]1Cc1ccccc1Cl
18. Cc1ccc(C2C(S(C)(=O)=O)=C(O)C(=O)N2c2ccccc2)cc1 (configuration not stated) (tested in a mixture with another compound)
19. CCC(=NCCCN(C)C)c1c(O)n(-c2ccc(OC)cc2)c(=O)[nH]c1=O
20. NC(=O)C1=CN(C2OC(COP(=O)(O)OP(=O)(O)OC[C@H]3O[C@@H](n4cnc5c(N)ncnc54)[C@H](OP(=O)(O)O)[C@H]3O)C(O)C2O)C=CC1 (some centres not stated)

screen / no.,12,13,14,15,16,17,18,19,20
BLM helicase inh,-11%,-1%,-1%,0%,-1%,.,0%,-1%,.
Apoferritin bind,-2%[29.3 µM],2%,-18%,-23%,-10%,.,-5%,8%,.
BAZ2B block,.,-3%,-37%,?,?,-10%,?,-7%,.
Pol kappa inh,-11%[60.1 µM],-1%,-7%,-4%,-17%,-6%,-6%,1%,.
Pol beta inh,.,-11%,-3%,22%,1%,.,3%,11%,16%[57.1 µM]
POLI inh,.,154%[activator],-11%,11%,-5%,-9%,-10%,17%,13%[58.9 µM]
Pol eta inh,.,-7%,-5%,-21%,-6%,-8%,-11%,-9%,-1%[57.1 µM]
APE1 inh,.,3%,0%,?,2%,-7%,-3%,13%,-7%
G9a block,9%[59 µM],-11%[59 µM],?,?,30%[59 µM],21%[2.33 µM],71µM*,-10%[12.7 µM],8%

Further entries follow.
No.	molecule	BLM helicase inh	Apoferritin bind	BAZ2B block	Pol kappa inh	Pol beta inh	POLI inh	Pol eta inh	APE1 inh	G9a block
21	COc1ccc(C2SCC(=O)Nc3c2c(C)nn3C2CCOC(C)(C)C2)cc1 (configuration not stated)	0%	-13%	-6%	-17%	6%	7%	-9%	-2%	14%[12.7 µM]
22	CN(C(=O)Oc1ccc(C(C)(C)C)cc1)c1ccccc1	-7%	?	38%	-8%	1%	54%[activator]	-14%	3%	107%[activator]
23	CC(C)c1ccc(OCC(=O)N2CCN(CCc3ccccn3)CC2)cc1	-2%	-2%	-26%	-23%	-2%	28%	-17%	.	-24%[59 µM]
24	COc1ccccc1Cn1c(SCC#N)nc2cc(C(=O)N3CCC4(CC3)OCCO4)ccc2c1=O	-4%	?	-30%	-2%	-1%	47%[activator]	-21%	-4%	-38%[59 µM]
25	COc1ccc(CC2(CCc3ccncc3)C(=O)NC(=O)NC2=O)cc1OC	-3%	-3%	-1%	-10%	-13%	3%	-4%	-8%	14%
26	C=CCn1c(O)c(C=NCCN(C)C)c(=O)[nH]c1=O	1%	-8%	-30%	-18%	31%	0%	-8%	1%	26%[12.7 µM]
27	Cn1c(O)c(C=NCc2ccco2)c(=O)n(C)c1=O	2%	-4%	7%	-4%	25%	2%	4%	?	2%
28	CC(=O)c1cc(C#N)c(N2CCN(C)CC2)nc1C	0%	-5%	-22%	-3%	33%	92%[activator]	17%	-3%	?
29	CCc1ccc(N2C(=O)NC(=O)C(Cc3ccc(OC)cc3OC)C2=O)cc1 (configuration not stated)	0%	-19%	-20%	8%	-20%	-12%	-12%	-1%	?
30	OCCOCCO	.	.	6%	-10%	.	14%	-13%	36%&-5%	-6%[12.7 µM]

No.	molecule	BLM helicase inh	Apoferritin bind	BAZ2B block	Pol kappa inh	Pol beta inh	POLI inh	Pol eta inh	APE1 inh	G9a block
31	COC(=O)CCC(=O)Nc1sc(Cc2ccccc2)c(C)c1C(N)=O	-4%	-17%	?	3%	-12%	18%	-13%	1%	1.8µM*
32	CC1=C(C(=O)O)N2C(=O)C(NC(=O)CCCC(=O)O)C2SC1 (configuration not stated)	-4%	-5%	0%	-4%	2%	55%[activator]	-10%	21%	.
33	O=C(COC(=O)Cc1ccccc1)Nc1cccnc1Cl	-5%	-4%	-13%	4%	12%	4%	-8%	13%	8%
34	O=C1C2CCCC1C(N1CCCC1)CC2 (configuration not stated)	3%	4%	7%	-5%	2%	?	-6%	0%	-15%
35	CC(=O)C(O)C(c1ccccc1)c1c(O)c2ccccc2oc1=O (configuration not stated)	-1%	-13%	.	15%[60.1 µM]	.	.	.	-1%	.
36	CC(OC(=O)COc1ccc(Nc2ccccc2)cc1)C(=O)N(C)c1ccccc1 (configuration not stated)	.	.	22µM*	-20%	.	7%	-11%	27%	40µM*
37	N=Cc1c(O)n(-c2ccccc2)c(=O)n(-c2ccccc2)c1=O	-5%	33%[activator]	-17%	-1%	-26%	20%	-12%	74%[activator]	-1%
38	COc1ccc2[nH]c3c(c2c1)CCNC3C (configuration not stated)	-4%	-8%&-4%	-24%	6%	20%	26%	-10%	15%&2%	19%
39	O=c1[nH]c(=O)n(Cc2ccc(F)cc2)c(O)c1C=NCCCN1CCOCC1	-3%	-8%	11%	4%	-4%	-4%	-6%	-2%	-3%[12.7 µM]
40	CC12CN3CC(C)(CN(C1)C3c1cccnc1)C2=O (configuration not stated)	-5%	-5%	7%	-5%	23%	20%	-19%	-1%	-1%
41	O=c1cccc2n1CC1CC2CN2CCCCC12 (configuration not stated)	2%	1%	.	-4%[60.1 µM]	.	.	.	1%	.
42	Cc1cccc(CS(=O)(=O)Cc2ccc(C(=O)N3CCC4(CC3)OCCO4)o2)c1	1%	6%	-9%	-12%	0%	-6%	1%	1%	-5%[12.7 µM]
43	O=C(Cc1ccccc1)Oc1cccc(N2C(=O)CCC2=O)c1	-1%	-18%	-28%	-5%	-3%	7%	-3%	0%	-27%[59 µM]

The list is partial, so the mix of outcomes need not match the whole.
